# Giardia killer: Giardia lamblia killing | 340,000 compounds, 0.15% hits | AID 540267 | Giardia lamblia trophozoite viability | activity change, % at 7.66 µM, hits read low; in the data active = activity change below about -80%; inconclusive = between about -30% and that limit;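 also: parasites exposed to compound for two days anaerobically before the ATP read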
#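 Giardia lamblia trophozoites (100 cells/well) were incubated with compounds for 48 h at 37 deg C under anaerobic conditions. Viability was read as ATP content by one-step luminescence after 15-30 min at room temperature.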
# B2AR arrestin: agonists driving beta-arrestin recruitment to human beta2-adrenergic receptor | P07550 | beta-arrestin recruitment to beta2AR, cell-based reporter | Potency, µM (series often up to 46.1 µM), inactives show top-dose activation, usual class: activators | 330,000 compounds, 0.02% hits | AID 492947;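 also: potency is read from the fitted curve at half-maximal effect; 0% = DMSO controls and full agonism = EC100 isoproterenol or metaproterenol; nearly all actives have a fitted effect of over 65% in size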
# USP2a block: inhibitors of human ubiquitin-specific protease USP2a; O75604; USP2 core, Ub-CHOP2 coupled fluorogenic reporter, 485/531; Potency, µM (doses to about 38.3 µM), without a hit: at the top dose activity change, negative = inhibition, actives largely listed as inhibitors; 330,000 compounds, 0.01% hits; AID 463254;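 also: potency is read from the fitted curve at half-maximal effect; plate controls were DMSO wells for no effect and full inhibition by NEM control for full effect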
#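 Cell-free coupled assay: 10nM USP2 core preincubated 30min RT with compound in Tris-HCl pH 8.0/CaCl2/CHAPS buffer, then 25nM Ub-CHOP2 and 25nM reporter substrate; fluorescence (Ex 485/Em 531) read after 60min RT, normalized to NEM inhibition, concentration-response curves fitted.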
# KCNH2 3.1 inh: blocks the human KCNH2 3.1 channel isoform; U2OS KCNH2 3.1, thallium flux FluxOr; active compounds read low; activity change, % (tested at about 1.8 µM); 340,000 compounds, 0.95% hits;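 active = maximum activity change below -70%; inconclusive = maximum activity change from -70% to -50%; inactive = maximum activity change above -50%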;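 also: thallium influx rate constant from kinetic fluorescence after stimulation buffer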
#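 Virally transduced U2OS (3.1 isoform, 4 h infection in dark at RT) → overnight 37 C → FluxOr + Red40 in HBSS/HEPES, 45 min → stimulation buffer, 2 min kinetic read → rate constant vs DMSO controls.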
# PKM2 act: PKM2 (human) enzyme activation | P14618 | purified PKM2, Kinase-Glo ATP luminescence, activation; response scale: 0% is enzyme alone, no compound | Potency, µM (series often up to 57.5 µM), without a hit: at the highest dose activation, most hits filed as activators | 260,000 compounds, 0.34% hits | AID 1631; also: potency is read from the fitted curve at half-maximal effect; nearly all actives have a fitted effect of over 55% in size
# Target sequence (P14618 whole entry, looked up): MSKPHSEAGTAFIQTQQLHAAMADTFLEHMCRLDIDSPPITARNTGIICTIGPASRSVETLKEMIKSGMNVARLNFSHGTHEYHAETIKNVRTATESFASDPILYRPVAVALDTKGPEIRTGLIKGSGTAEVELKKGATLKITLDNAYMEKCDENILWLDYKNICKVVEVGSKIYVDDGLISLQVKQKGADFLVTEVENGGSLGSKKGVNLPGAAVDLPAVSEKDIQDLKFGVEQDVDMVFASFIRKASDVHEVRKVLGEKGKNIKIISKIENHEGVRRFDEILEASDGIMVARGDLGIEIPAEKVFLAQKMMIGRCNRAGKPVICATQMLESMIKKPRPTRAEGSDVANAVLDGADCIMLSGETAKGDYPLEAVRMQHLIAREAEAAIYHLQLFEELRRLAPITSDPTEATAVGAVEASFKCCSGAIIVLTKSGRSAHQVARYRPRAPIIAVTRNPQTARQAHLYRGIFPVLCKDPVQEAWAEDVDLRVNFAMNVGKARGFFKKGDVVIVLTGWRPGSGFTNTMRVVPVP
#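 Purified hPK-M2 (>95% pure) converted ADP (0.1 mM final) to ATP with 0.5 mM PEP in 50 mM imidazole pH7.2, KCl, MgCl2, Tween 20, BSA; 1 h at room temperature. ATP detected by Kinase-Glo luminescence.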
# uPA generation: blocks generation of uPA at the cell surface | cell surface uPA generation assay, qHTS | Potency, µM (doses to about 38.3 µM), without a hit: at the highest dose activity change, negative = inhibition, usual class: inhibitors | 330,000 compounds, 0.31% hits; active = well fitted inhibition curve with a large enough effect; inconclusive = small, poorly fitted or top-dose-only effect; inactive = no such curve, though single readings can be large or run the other way; tested in mouse RAW 264.7 cells; also: potency is read from the fitted curve at half-maximal effect; nearly all actives have a fitted effect of over 55% in size
# BCR signal inh: blocks chronic active B-cell receptor signaling; ABC-DLBCL IkBa-CBG/CBR reporter, luminescence ratio, 4 h; Potency, µM (highest dose often 46.1 µM), for the others: top-dose ratio change, negative = lower green/red ratio, most hits filed as inhibitors; 340,000 compounds, 0.05% hits; active = well fitted inhibition curve with a large enough effect in the signal ratio, with a control signal flat, not every such curve was filed as active; inconclusive = small, poorly fitted or top-dose-only effect, or effect the other way, or a change in a side signal; the % refers to the signal ratio;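 also: potency is read from the fitted curve at half-maximal effect; plate controls were basal doxycycline-induced cells for no effect and cells given 10 µM MG132 for full effect; MG132 reads +100%, hits lower the ratio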
#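 Compounds up to 46 uM were incubated four hours with TMD8 cells whose green CBG68 luciferase is fused to IkappaBalpha; red CBR luminescence normalised the signal, and concentration-effect curves were fitted to fusion, red and ratio data.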
# GALK inhibitor: blocks human galactokinase activity; P51570; Purified GALK, Kinase-Glo residual ATP luminescence; Potency, µM (doses to about 57.5 µM), for the others: at the top dose activity change, negative = inhibition, actives largely listed as inhibitors; 270,000 compounds, 0.007% hits; AID 1868; also: potency is read from the fitted curve at half-maximal effect
#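 The enzyme phosphorylates galactose (100 uM) using ATP (35 uM); inhibition is detected as higher residual ATP, quantified by bioluminescence after 1 h reaction at room temperature, pH 8.0.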
# Eya2 phos inh: Eya2 (human) phosphatase inhibition | O00167 | recombinant Eya2, OMFP fluorescence dephosphorylation (OMFP is methylfluorescein phosphate) | Potency, µM (doses to about 76.9 µM), for the others: at the highest dose activity, negative = inhibition, usual class: inhibitors | 330,000 compounds, 0.006% hits; also: potency is read from the fitted curve at half-maximal effect
# Target sequence (O00167 whole entry, looked up): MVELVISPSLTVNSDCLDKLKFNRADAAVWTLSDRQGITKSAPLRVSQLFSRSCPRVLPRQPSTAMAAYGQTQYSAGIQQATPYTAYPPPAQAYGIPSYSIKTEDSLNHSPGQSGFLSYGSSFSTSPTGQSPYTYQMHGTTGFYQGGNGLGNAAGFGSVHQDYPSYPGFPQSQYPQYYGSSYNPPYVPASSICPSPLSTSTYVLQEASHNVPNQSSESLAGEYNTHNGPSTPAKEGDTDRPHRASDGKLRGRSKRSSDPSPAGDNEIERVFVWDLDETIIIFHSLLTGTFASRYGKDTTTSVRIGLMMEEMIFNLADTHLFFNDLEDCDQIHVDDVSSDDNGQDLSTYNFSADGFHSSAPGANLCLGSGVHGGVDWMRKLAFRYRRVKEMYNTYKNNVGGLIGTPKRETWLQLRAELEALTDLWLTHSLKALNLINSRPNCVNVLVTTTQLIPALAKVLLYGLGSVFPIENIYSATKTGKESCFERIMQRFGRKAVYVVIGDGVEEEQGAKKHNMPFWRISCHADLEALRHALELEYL
#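 Eya2 protein (added as 0.2 uM solution) was preincubated with compound for 10 min at ambient temperature in 50 mM HEPES pH 7.5, 50 mM NaCl, 5 uM MgCl2, 0.05% BSA, 1 mM DTT. OMFP (added at 50 uM) then reacted 10 min; fluorescence read at 485/525 nm.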
# FBPA coupling cs: coupling enzyme interference in Giardia aldolase counter-screen | coupling enzyme system counterscreen, AmpLite Red fluorescence | activity change, negative = inhibition, % at 58.2 µM, hits read low | 290,000 compounds, 0.67% hits | AID 2472; in the data active = activity change below about -30%
#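 Compounds tested against the coupling enzymes alone at 57.5 uM final; readout was AmpLite Red fluorescence (525/598 nm) after 20 min at RT.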
# KCNH2 WT inh: KCNH2 (human, wildtype) channel inhibition. Q12809. U2OS, BacMam KCNH2, thallium flux FluxOr; active compounds read low. activity change, % at 1.84 µM. 340,000 compounds, 0.37% hits;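 active = maximum activity change below -70%; inconclusive = maximum activity change between -70% and -50%; inactive = maximum activity change above -50%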
#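 U2OS cells transduced with wild-type KCNH2 virus are loaded with FluxOr dye for 45 min, and thallium flux is measured in kinetic reads before and after stimulation buffer. Rate constants are normalized to DMSO controls.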
# An asterisk follows results filed as active; i = inactive; ? = inconclusive; · = not tested or not shown; [ ] = remark or other dose. Unless noted, calls follow the shape of the dose curve; as a rule, active = well fitted curve in the direction sought with a large enough effect; inconclusive = small, poorly fitted or top-dose-only effect, or another doubt; inactive = no such curve, though single readings can be large; an effect the other way counts as inactive or inconclusive. Unless noted, % is scaled to controls: 0 for no effect and ±100 for the full control effect.
[1] CC(C)(C)NC(=O)NC(=O)COC(=O)Cn1cnc2ccccc2c1=O
[2] Cc1cc(C)nc(SCC(=O)c2ccc(F)cc2F)n1
[3] COc1ccc(NC(=O)C(CCCCNC(=O)OC(C)(C)C)NC(=O)OCc2ccccc2)cc1 (stereo not given)
[4] CCOc1cc(/C=C2\COc3ccccc3C2=O)cc(Br)c1OCC(=O)N(C)C
[5] Cc1ccc(-c2nnc(SCc3ccccc3F)o2)cc1
[6] Cc1cc(OCC(=O)NCc2cccnc2)ccc1[N+](=O)[O-]
assay / entry	1	2	3	4	5	6
Giardia killer	0	-6	-8	-13	-4	-27
B2AR arrestin	-0.1%	-0.2%	-0.8%	-0.1%	-0.2%	0.2%
USP2a block	2%	0%	5%	0%	0%	2%
KCNH2 3.1 inh	-12	7	12	-2	-12	-7
PKM2 act	0%	-6%	-2%	16%	-4%	-11%
uPA generation	10%	-8%	4%	-1%	·	5%
BCR signal inh	-4%	?	1%	?	4%	4%
GALK inhibitor	4%	-11%	0%	-12%	0%	2%
Eya2 phos inh	4%	-18%	-3%	14%	-2%	-12%
FBPA coupling cs	0	0	1	-1	-1	1
KCNH2 WT inh	·	0	2	5	-17	-10

[7] CNc1ncc(C(=O)c2ccccc2)s1
[8] CC1CCCCN1C(=O)COc1ccc(F)cc1 (stereo not given)
[9] Cc1cc(S(=O)(=O)Nc2cccc(C(=O)O)c2)c(C)c(S(=O)(=O)c2ccc(Cl)cc2)c1
[10] CC(C)C[C@H](NC(=O)N1CCn2c1nc1ccccc12)C(=O)N[C@@H](C(=O)O)c1ccccc1
[11] O=C(CN(Cc1ccc(Cl)cc1)S(=O)(=O)c1ccccc1)NCC1CCCO1 (stereo not given)
[12] Cc1c(C(c2ccccc2O)c2c(C)n(C)n(-c3ccccc3)c2=O)c(=O)n(-c2ccccc2)n1C
assay / entry	7	8	9	10	11	12
Giardia killer	-11	-8	14	0	3	-1
B2AR arrestin	-0.8%	-0.1%	-0.3%	-0.6%	-0.5%	-1.3%
USP2a block	0%	1%	0%	1%	0%	10%
KCNH2 3.1 inh	2	-3	-5	-2	12	4
PKM2 act	-4%	13%	0%	0%	5%	1%
uPA generation	-7%	13%	2%	6%	-12%	-17%
BCR signal inh	?	1%	5%	?	3%	19%
GALK inhibitor	5%	2%	-2%	·	-4%	0%
Eya2 phos inh	-5%	6%	-16%	15%	-3%	2%
FBPA coupling cs	2	1	3	-1	-2	3
KCNH2 WT inh	8	1	-2	1	2	-7

[13] Cc1ccc(NC(=O)CSCc2nc3c(nnn3Cc3ccc(F)cc3)c(=O)[nH]2)c(C)c1
[14] CN(C)C(=O)CSc1nc2cc(S(=O)(=O)N3CCOCC3)ccc2o1
[15] Cc1ccc(C(=O)Nc2cccc([N+](=O)[O-])c2)cc1S(=O)(=O)Nc1ccc(C(=O)O)cc1
[16] CCn1cnc2cc(NCc3ccc(N(C)C)cc3)ccc21
[17] O=C(Cc1ccccc1Cl)Nc1cccc(S(=O)(=O)N2CCOCC2)c1
[18] O=C(COc1ccccc1Cl)Nc1ccc(C(=O)c2ccc(C(=O)O)cc2)cc1
assay / entry	13	14	15	16	17	18
Giardia killer	1	7	-5	-17	-14	-23
B2AR arrestin	0.2%	-1.4%	0.1%	0.1%	0.3%	-0.1%
USP2a block	0%	2%	2%	0%	1%	1%
KCNH2 3.1 inh	13	5	1	7	-1	4
PKM2 act	?	·	0%	-2%	11%	-4%
uPA generation	3%	-1%	1%	-9%	-3%	1%
BCR signal inh	0%	1%	-12%	?	3%	-4%
GALK inhibitor	0%	·	3%	7%	-3%	-2%
Eya2 phos inh	1%	5%	-5%	-2%	-4%	-15%
FBPA coupling cs	2	·	2	-1	-1	1
KCNH2 WT inh	1	-1	-3	-3	0	i

[19] Cc1c(CCC(=O)NCC(=O)O)c(=O)oc2cc3occ(-c4ccccc4)c3cc12
[20] COc1ccc(NC(=O)CCN2CCN(S(=O)(=O)c3ccc(F)cc3)CC2)cc1
[21] COc1ccc(N(CC(=O)NC2CCS(=O)(=O)C2)S(=O)(=O)c2ccc(Cl)c(Cl)c2)cc1 (stereo not given)
[22] COc1ccc(CNC(=O)C2CCC(=O)N(CCCN3CCCC3=O)C2)c(OC)c1 (stereo not given)
[23] O=C(OCC(=O)N1CCN(c2ccccc2)CC1)c1ccc([N+](=O)[O-])s1
[24] Cc1cccc(N2C(=O)CN(Cc3ccccc3)C2=S)c1
assay / entry	19	20	21	22	23	24
Giardia killer	-10	-6	-15	2	-29	3
B2AR arrestin	-0.4%	-0.6%	0.0%	0.1%	0.1%	0.4%
USP2a block	-1%	1%	1%	4%	6%	1%
KCNH2 3.1 inh	6	-6	-22	4	7	-9
PKM2 act	·	-2%[0.46 µM]	·	·	·	·
uPA generation	5%	1%	1%	0%	?	1%
BCR signal inh	8%	5%	0%	0%	0%	-1%
GALK inhibitor	·	6%	·	-6%	·	-3%
Eya2 phos inh	-28%	4%	18%	-1%	7%	-3%
FBPA coupling cs	6	-1	·	·	·	-2
KCNH2 WT inh	·	4	12	6	5	-6

# Profiles from above. Order of screens: Giardia killer	B2AR arrestin	USP2a block	KCNH2 3.1 inh	PKM2 act	uPA generation	BCR signal inh	GALK inhibitor	Eya2 phos inh	FBPA coupling cs	KCNH2 WT inh
# Entry for O=C(OCC(=O)N1CCN(c2ccccc2)CC1)c1ccc([N+](=O)[O-])s1 → -29	0.1%	6%	7	·	?	0%	·	7%	·	5
# Entry for COc1ccc(N(CC(=O)NC2CCS(=O)(=O)C2)S(=O)(=O)c2ccc(Cl)c(Cl)c2)cc1 (stereo not given) → -15	0.0%	1%	-22	·	1%	0%	·	18%	·	12
# Entry for COc1ccc(CNC(=O)C2CCC(=O)N(CCCN3CCCC3=O)C2)c(OC)c1 (stereo not given) → 2	0.1%	4%	4	·	0%	0%	-6%	-1%	·	6
# Entry for Cc1c(CCC(=O)NCC(=O)O)c(=O)oc2cc3occ(-c4ccccc4)c3cc12 → -10	-0.4%	-1%	6	·	5%	8%	·	-28%	6	·
# Entry for COc1ccc(NC(=O)CCN2CCN(S(=O)(=O)c3ccc(F)cc3)CC2)cc1 → -6	-0.6%	1%	-6	-2%[0.46 µM]	1%	5%	6%	4%	-1	4

# Following part
[25] COC(=O)c1ccc(SCc2cnc(Cl)s2)cc1
[26] CCOc1ccccc1CNC(=O)c1cn(C)c(=O)c2c1c1ccccc1n2C
[27] O=C(O)CC(NCc1ccco1)C(=O)OCC1CCCO1 (stereo not given)
[28] COc1ccc(C(NC(N)=O)c2ccccc2)cc1 (stereo not given)
[29] COc1ccc(-n2cnnc2SC(C)c2nc3sc(C)c(C)c3c(=O)[nH]2)cc1 (stereo not given)
[30] C/C(CC(=O)Nc1cccc(Cl)c1Cl)=N\NC(=O)C(=O)N1CCCC1
assay / entry	25	26	27	28	29	30
Giardia killer	2	0	-19	-1	·	-14
B2AR arrestin	-1.0%	0.5%	-0.2%	0.1%	-1.0%	-0.4%
USP2a block	4%	1%	-2%	-1%	1%	-2%
KCNH2 3.1 inh	7	-6	-6	17	·	7
PKM2 act	-1%	8%	0%	-1%	0%	·
uPA generation	·	6%	6%	4%	·	-2%
BCR signal inh	?	3%	?	-5%	0%	-9%
GALK inhibitor	-1%	0%	0%	1%	2%	-3%
Eya2 phos inh	4%	-9%	-1%	10%	-9%	10%
FBPA coupling cs	4	-5	1	1	0	0
KCNH2 WT inh	-19	-10	-2	-4	·	6

[31] O=C(Nc1cccnc1)c1c(F)cccc1F
[32] O=C(c1cc(COc2ccc(F)cc2F)on1)N1CCN(C2CCCC2)C(=O)C1
[33] COc1ccc(-n2c(=O)c3ccccc3n(Cc3cccc(C)c3)c2=O)cc1OC
[34] C=CCN1C(=O)c2ccc(C(=O)N3CCN(S(=O)(=O)c4ccc(C(C)C)cc4)CC3)cc2C1=O
[35] Cc1ccc(CNC(=O)CO/N=C/c2ccc3c(c2)OCO3)cc1
[36] N#Cc1ccc(OCC(=O)NC2CCCCCC2)cc1
[37] O=[N+]([O-])c1ccccc1CN1CCN(Cc2ccccn2)CC1
assay / entry	31	32	33	34	35	36	37
Giardia killer	6	18	-21	12	-19	?	-18
B2AR arrestin	0.0%	0.5%	-0.9%	0.1%	-3.2%	-0.9%	-0.1%
USP2a block	2%	0%	1%	-1%	0%	0%	-2%
KCNH2 3.1 inh	-5	1	7	-13	14	-3	12
PKM2 act	-1%	3%	12%	·	-9%	·	0%
uPA generation	11%	-1%	-2%	4%	-3%	0%	3%
BCR signal inh	?	5%	8%	?	-5%	0%	0%
GALK inhibitor	1%	-1%	0%	·	1%	·	-1%
Eya2 phos inh	13%	4%	-2%	3%	6%	1%	3%
FBPA coupling cs	2	-2	3	·	0	·	2
KCNH2 WT inh	-42	-30	1	4	1	-1	1

# Screens (PubChem BioAssay)
